KDM5B inhibitor – KDM5B demethylase inhibition; Potency, µM (series often up to 57.7 µM), for the others: at the highest dose activity change, negative = inhibition, usual class: inhibitors; 220,000 compounds, 2.6% hits; AID 1347165; Q9UGL1; KDM5B demethylase, FDH-coupled NADH fluorescence (FDH is formaldehyde dehydrogenase); active = well fitted inhibition curve with a large enough effect; inconclusive = small, poorly fitted or top-dose-only effect; inactive = no such curve, though single readings can be large or run the other way; note: 0% is about no effect; nearly all actives have a fitted effect of over 70% in size
Target sequence (Q9UGL1 whole entry, looked up): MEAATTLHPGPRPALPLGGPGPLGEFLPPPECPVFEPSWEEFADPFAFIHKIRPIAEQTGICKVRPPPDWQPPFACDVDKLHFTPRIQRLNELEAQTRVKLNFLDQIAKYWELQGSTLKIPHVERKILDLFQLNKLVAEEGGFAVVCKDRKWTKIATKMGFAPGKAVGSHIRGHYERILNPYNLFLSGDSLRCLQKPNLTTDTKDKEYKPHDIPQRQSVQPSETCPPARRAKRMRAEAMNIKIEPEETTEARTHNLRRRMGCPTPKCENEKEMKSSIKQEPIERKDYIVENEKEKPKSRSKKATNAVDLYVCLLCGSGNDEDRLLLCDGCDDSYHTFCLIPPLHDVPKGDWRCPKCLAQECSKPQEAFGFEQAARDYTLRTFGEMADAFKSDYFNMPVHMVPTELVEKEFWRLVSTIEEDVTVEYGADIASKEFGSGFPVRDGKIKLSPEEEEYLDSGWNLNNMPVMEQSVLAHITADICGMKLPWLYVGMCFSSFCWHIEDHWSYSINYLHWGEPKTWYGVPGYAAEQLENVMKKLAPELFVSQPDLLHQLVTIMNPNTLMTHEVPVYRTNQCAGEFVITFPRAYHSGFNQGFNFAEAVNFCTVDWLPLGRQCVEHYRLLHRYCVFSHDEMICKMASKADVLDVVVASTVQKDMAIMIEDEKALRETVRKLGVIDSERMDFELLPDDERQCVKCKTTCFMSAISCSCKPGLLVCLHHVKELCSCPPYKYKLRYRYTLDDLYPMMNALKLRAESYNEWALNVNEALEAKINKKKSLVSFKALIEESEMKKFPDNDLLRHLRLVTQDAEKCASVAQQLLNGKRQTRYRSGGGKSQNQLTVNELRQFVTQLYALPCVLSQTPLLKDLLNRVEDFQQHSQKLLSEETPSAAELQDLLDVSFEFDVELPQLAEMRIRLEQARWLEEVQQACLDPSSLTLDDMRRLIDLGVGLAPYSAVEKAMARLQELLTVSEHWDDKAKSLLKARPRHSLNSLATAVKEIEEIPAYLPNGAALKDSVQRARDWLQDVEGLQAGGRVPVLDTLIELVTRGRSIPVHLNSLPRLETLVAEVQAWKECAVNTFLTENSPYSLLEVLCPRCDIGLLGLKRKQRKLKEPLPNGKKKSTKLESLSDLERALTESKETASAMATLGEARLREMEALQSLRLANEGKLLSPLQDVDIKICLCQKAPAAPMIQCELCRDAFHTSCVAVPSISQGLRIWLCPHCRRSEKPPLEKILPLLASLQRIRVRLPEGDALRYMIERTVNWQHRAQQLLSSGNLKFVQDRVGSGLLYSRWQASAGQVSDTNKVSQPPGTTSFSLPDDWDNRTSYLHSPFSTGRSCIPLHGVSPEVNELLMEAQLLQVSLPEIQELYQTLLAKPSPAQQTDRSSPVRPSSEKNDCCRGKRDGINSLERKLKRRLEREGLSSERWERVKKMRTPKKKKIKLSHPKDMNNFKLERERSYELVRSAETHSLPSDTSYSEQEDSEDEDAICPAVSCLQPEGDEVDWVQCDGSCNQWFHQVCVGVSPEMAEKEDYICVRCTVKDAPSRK
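Compound dilutions met 200 nM (final) KDM5BΔAP for 10 min at room temperature before substrate addition. The substrate mix held 12.5 µM H3K4me3 with cofactors 25 µM α-ketoglutarate and 50 µM Fe²⁺. NADH signal gain over 30 min defined activity.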
Starred values were filed as active, the others as inactive; i = inactive; ? = inconclusive; [ ] = dose if it differs, or a comment. Potency is the fitted concentration of half-maximal effect. Not all compounds are listed; the hit share may differ from the screen's.

SMILES	KDM5B inhibitor
Cc1ccc2[nH]c(=O)c(CCC(=O)N(C)Cc3cn(C)nc3C)cc2c1	32µM*
Cc1ccc(Nc2c(-c3ccc(N4CCOCC4)cc3)nc3cccc(C)n23)cc1	?
COc1ccccc1C(=O)NC1CCN(c2nnc3ccccn23)CC1	28µM*
O=C(NCC1CCCO1)C1CC(=O)N(c2cccc(Cl)c2)C1 (stereo unspecified)	10%
O=C(CCc1nc(-c2ccc(Cl)cc2)no1)NC1CCCCC1	-14%
CCOC(=O)c1cc(-c2ccc(F)cc2)n(CCC(=O)NC2CCC(C)CC2)c1C (stereo unspecified)	-28%
COc1ccccc1-c1nc(-c2nnn3c2COC(c2ccc(Cl)cc2)C3)no1 (stereo unspecified)	14µM*
O=C(NC1CCCC1)c1c[nH]c2ccc(S(=O)(=O)Nc3cccc(C(F)(F)F)c3)cc2c1=O	?
CCOc1cc2cc(C(=O)c3ccccc3O)cnc2cc1OCC	4%
CN(C)Cc1ccc(-c2cc3c(ccn3Cc3cccnc3)c(C3=CCOCC3)n2)cc1	35µM*
COc1cc2c(cc1OC)C(C[C@H]1CN(C(=O)c3cccnc3)CC[C@H]1CC(=O)O)=NCC2	i
Cc1ccc2cccc(NC(=O)c3cccc4c(Cl)cccc34)c2n1	-19%
CN(C)c1cccc(C(=O)N2CCC3(CC2)NC(=O)N(Cc2ccc(F)cc2)C3=O)c1	-22%
C[S+](=O)([O-])N1Cc2ccccc2CC2(CCCN2CC2CCCCC2)C1 (stereo unspecified)	?
COc1ccccc1CNC(=O)Cn1c(=O)ccc2cc(S(=O)(=O)N3CCCC3)ccc21	-19%
CCOC(=O)c1ccc(N2C(=O)[C@@H]3C(Cc4ccc(O)cc4)NC4(C(=O)Nc5ccc(F)cc54)[C@@H]3C2=O)cc1 (stereo partly specified)	6%
COc1ccc([C@H](C)NC(=O)c2c(C)noc2-c2ccc(OC(F)(F)F)cc2)cc1	-12%
CCOC(=O)C1=C(C)N=C2SCCC(=O)N2C1c1ccc(OCc2ccccc2)c(OC)c1 (stereo unspecified)	?
Cc1ccccc1CCNC(=O)c1[nH]c2ccccc2c1Cl	-3%
COCCC1(NS(C)(=O)=O)CCN(C(=O)c2ccc(C#N)cc2)CC1	-6%
CC(=O)N1CC2(CCCN2C(=O)CCC(=O)O)Cc2ccccc21 (stereo unspecified)	12%[149 µM]
COc1ccc(OCC(=O)N2CCN(C(=O)c3ccc(OC)cc3)CC2)cc1	-5%
Cc1ccc(-c2cc(N3CCCN(C(=O)c4cccnc4)CC3)n[nH]2)cc1C	-16%
CC1=C(C(=O)Nc2ccccc2C)C(c2ccncc2)n2nc(SCc3ccccc3Cl)nc2N1 (stereo unspecified)	-77%
O=C(Cc1cccc2ccccc12)Nc1cccc2ncccc12	-12%
CC(=O)c1ccc(OCC(=O)Nc2cccc(C(=O)Nc3c(C)n(C)n(-c4ccccc4)c3=O)c2)cc1	3%
CCCCN(CC)CCCNC(=O)CCN1N=C(c2ccc(OC)cc2)CCC1=O	-23%
O=C(CNC(=O)c1ccccc1)N/N=C/C=C/c1ccccc1	22%
O/N=C\c1ccc(OCc2ccccc2Cl)cc1	-4%
O=C(NCCc1ccccc1)C1CCN(C(=O)[C@H]2CCC[C@@H](O)C2)CC1	-18%
Cc1cccc(OCCN(C)C(=O)c2n[nH]c(=O)c3ccccc23)c1	16%
C=C(C)Cn1c(SCc2ccc(F)cc2)nc2c1c(=O)n(C)c(=O)n2C	-12%
Cc1[nH]nc2c1C(c1c(F)cccc1F)C(C#N)=C(N)O2 (stereo unspecified)	?
CC1CN(C(=O)N2CCC(C(=O)NCc3cccs3)CC2)c2ccccc2O1 (stereo unspecified)	7%
COCCOC1CCN(C(=O)c2cn[nH]c2-c2ccc(F)cc2)CC1	1%
CCOC(=O)c1ccc(OCC2c3cc(OC)c(OC)cc3CCN2C(=O)Cc2ccc(OC)c(OC)c2)cc1 (stereo unspecified)	-6%
CCOC(=O)c1cnc2c(C)cc(C)cc2c1NCCN(C)C	?
CNC(=O)c1ccc(-c2nc(CN3CCN(C(=O)Nc4cc(Cl)ccc4C)CC3)c(C)o2)cc1	3%
COc1ccc(NC(=O)C(=O)NC(C)C)cc1N1CCCCS1(=O)=O	-13%
COc1ccc2c(ccn2CC(=O)Nc2ccc3c(c2)OCCO3)c1	5%
COc1ccc(-c2nc3ccccc3o2)cc1NC(=O)COc1cc(C)cc(C)c1	-41%
O=C(CN1C(=O)NC2(CCCCC2)C1=O)Nc1ccccc1Cl	26%
O=C(Cc1ccc(F)cc1)OCc1cc(-c2ccccc2)no1	14%
COc1cc2[nH]c(C(=O)N3CCc4ccccc4C3)cc2c(OC)c1OC	-17%
O=C(NCCc1c[nH]c2ccc(F)cc12)C1CC(=O)N(c2n[nH]c3ccccc23)C1 (stereo unspecified)	-3%

Copied from the results shown, 16 compounds:
SMILES	KDM5B inhibitor
O/N=C\c1ccc(OCc2ccccc2Cl)cc1	-4%
O=C(NCCc1ccccc1)C1CCN(C(=O)[C@H]2CCC[C@@H](O)C2)CC1	-18%
Cc1cccc(OCCN(C)C(=O)c2n[nH]c(=O)c3ccccc23)c1	16%
C=C(C)Cn1c(SCc2ccc(F)cc2)nc2c1c(=O)n(C)c(=O)n2C	-12%
Cc1[nH]nc2c1C(c1c(F)cccc1F)C(C#N)=C(N)O2 (stereo unspecified)	?
CC1CN(C(=O)N2CCC(C(=O)NCc3cccs3)CC2)c2ccccc2O1 (stereo unspecified)	7%
COCCOC1CCN(C(=O)c2cn[nH]c2-c2ccc(F)cc2)CC1	1%
CCOC(=O)c1ccc(OCC2c3cc(OC)c(OC)cc3CCN2C(=O)Cc2ccc(OC)c(OC)c2)cc1 (stereo unspecified)	-6%
CCOC(=O)c1cnc2c(C)cc(C)cc2c1NCCN(C)C	?
CNC(=O)c1ccc(-c2nc(CN3CCN(C(=O)Nc4cc(Cl)ccc4C)CC3)c(C)o2)cc1	3%
COc1ccc(NC(=O)C(=O)NC(C)C)cc1N1CCCCS1(=O)=O	-13%
COc1ccc2c(ccn2CC(=O)Nc2ccc3c(c2)OCCO3)c1	5%
COc1ccc(-c2nc3ccccc3o2)cc1NC(=O)COc1cc(C)cc(C)c1	-41%
O=C(CN1C(=O)NC2(CCCCC2)C1=O)Nc1ccccc1Cl	26%
O=C(Cc1ccc(F)cc1)OCc1cc(-c2ccccc2)no1	14%
COc1cc2[nH]c(C(=O)N3CCc4ccccc4C3)cc2c(OC)c1OC	-17%

Following part:
SMILES	KDM5B inhibitor
COc1ccc(C(=O)N2c3ccccc3CC2c2nc(C(C)C)no2)c(OC)c1 (stereo unspecified)	-6%
Cc1nc(Nc2nc(CSc3ccc(Cl)cc3)cc(=O)[nH]2)nc2ccccc12	13%
CC1CCC(C(C)C)C(OC(=O)COC(=O)c2c(F)cccc2Cl)C1 (stereo unspecified)	-3%
CC1Cc2ccccc2N1S(=O)(=O)c1ccc(Cl)nc1 (stereo unspecified)	29%
CSc1ccccc1C(=O)OCC(=O)NCc1cccs1	1%
CCOc1ccccc1N1CC(c2nc3ccccc3n2CCCCOc2cc(C)ccc2C)CC1=O (stereo unspecified)	-19%
COc1cccc(CN2CCCn3nc(C)c(-c4cnccc4C)c32)c1	?
COCc1cccc(-c2n[nH]c3c2CC(=O)N(CCOc2ccccc2)C3)c1	-12%[86.2 µM]
COCCN1Cc2nc(-c3cccc(NC(C)=O)c3)ccc2OCC1=O	-6%[86.2 µM]
O=C(NCc1cccnc1)C(F)(F)C(F)(F)C(F)(F)F	-1%
O=C(Cc1ccc(Cl)cc1)N1CCN(c2cc(-c3cccs3)[nH]n2)CC1	?
COc1cc(NC(=O)C2Cc3ccccc3CN2S(C)(=O)=O)cc(OC)c1 (stereo unspecified)	27%
Cc1ccccc1CNC(=O)c1ccc2c(c1)N(Cc1ccccc1)CCS2	?
CC(C)c1cc(C(=O)N2CC[C@H](CO)[C@H](O)C2)cs1	-14%
O=C(N1CCN(c2ncncn2)CC1)N(c1ccccc1)c1ccccc1	-2%
O=C(c1ccccc1F)N1CCC(c2nn(-c3ccccc3)c(=O)[nH]2)CC1	-3%
COc1ccc(-c2noc(CC3CCN(C(=O)Cc4ccc(OC)c(OC)c4)CC3)n2)cc1	22%
CCN(CC(=O)Nc1c(F)cccc1F)C(=O)CSc1nc(C)cc(C)n1	5%
CCOc1ccc(CC(=O)N2CCN(c3cc(-c4cccs4)[nH]n3)CC2)cc1OCC	?
COc1cccc(CNC(=O)Cn2ccn3nc4c(c3c2=O)CCCC4)c1	25µM*
O=C(Nc1ccc(NCc2ccccc2)c(Cl)c1)c1cc[n+]([O-])cc1	14%
CCC(=O)N1CCC2(CC1)C(OC)CN2c1ccc(C)cc1 (stereo unspecified)	-6%
O=C1NC(C(=O)O)=CC(c2ccc(Br)cc2)N1 (stereo unspecified)	?
O=C1c2cnc(-c3cc(F)cc(F)c3)nc2OCCN1Cc1ccccc1	?
CC(=O)c1c(COC(=O)c2ccc(C)cc2)nc2ccccc2[n+]1[O-]	8%
CN(CC(=O)N1CCc2nc3cc(-c4ccccc4)[nH]n3c(=O)c2C1)S(=O)(=O)c1cccs1	?
CC(C)c1ccc(C2C(C#N)=C(SCC(N)=O)NC3=C2C(=O)CCC3)cc1 (stereo unspecified)	?
COc1ccc(C(=O)NNC(=O)C(=O)Nc2cccc3ccccc23)cc1	17%
COCCCNC(=O)C(C)(C)Oc1nn(Cc2cccnc2)c2ccc(COC)cc12	-10%[86.2 µM]
Cc1ccccc1-c1[nH]nc2ncc(-c3ccc(F)cc3)nc12	?
Cc1cccc(OCc2nc3c4c(ncn3n2)OC2=C(C(=O)CCC2)C4c2ccco2)c1C (stereo unspecified)	-18%
Cc1cc(=O)oc2c(C)c(OCC(=O)Nc3ccc(Br)cc3)ccc12	-25%
COc1ccc(OC)c(NC(=O)Cc2sc(C)nc2-c2cccs2)c1	0%
Cc1ccc(S(=O)(=O)NNC(=O)c2cc([N+](=O)[O-])c(C)c([N+](=O)[O-])c2)cc1	26%
COc1ccccc1OCC(=O)OCC(=O)Nc1ncc(Cl)cc1Cl	2%
c1coc(CSc2ncnc3c2oc2ccccc23)c1	16%
Cc1cc(C)c([S+](=O)([O-])c2nnn3c2nc(NCc2ccncc2)c2ccccc23)c(C)c1	?
Fc1ccccc1-c1noc(N2CCCCC2)n1	1%
O=C(NC1CCCCC1)C1CN(C(=O)c2ccc(F)cc2)CC12CCOCC2 (stereo unspecified)	12%
Cc1ccc(Cn2cc(CN3[C@H](Cc4ccccc4)COc4cc(Br)ccc4S3(=O)=O)nn2)cc1	23%
Fc1nc(F)c(F)c(Sc2cccc3cccnc23)c1F	-1%
COc1ccc(CCNc2nc3c(c(=O)n(C)c(=O)n3C)n2Cc2ccccc2Cl)cc1OC	1%
CCn1cc(CN2CCC(Oc3ccc4ccccc4c3)(C(=O)O)CC2)c(C)n1	36%[activator]
Cc1ccc2[nH]c(C(=O)NCc3ccc4c(c3)OCO4)cc2c1	-29%
Cc1ccc(SCc2nc(-c3ccc(C(=O)NCc4cccnc4)cc3)oc2C)cc1	-11%
COc1ccc(-c2cc(N3CCCC(NC(=O)c4cccc(OC)c4)C3)n[nH]2)cc1 (stereo unspecified)	-6%
CC(C)(C)c1nnc(Nc2ccc(Br)cc2)[nH]c1=O	0%
COC(=O)C(Cc1ccc(O)cc1)NC(=O)c1nn(C)c(=O)c2ccccc12 (stereo unspecified)	-13%
COc1ccc(N2CCN(c3ncnc4sc(C(=O)NCC5CCCO5)c(C)c34)CC2)cc1 (stereo unspecified)	11%
Cc1ccc(NC(=O)CN(Cc2ccco2)Cc2ccccc2O)cc1C	?
C[S+](=O)([O-])N1CCn2c(nn(-c3ccncc3)c2=O)C1	16%[86.2 µM]
Cc1ccc(NC(=O)c2ccc(=O)n(CC(=O)Nc3cc(C)cc(C)c3)n2)cc1	14%
Cc1ccc(CNC(=O)Cn2cc3c(n2)-c2c(oc(C(=O)N4CCOCC4)c2C)CC3)cc1	?
COc1ccc(C)cc1NC(=O)Cn1c(=O)cc(C)c2c(C)nn(C)c21	9%
CCOCCCNCc1ccc(F)cc1	-17%
COCCNc1ncnc2onc(-c3ccc(F)cc3)c12	-9%
Cc1ccc(-c2cc(C(=O)NCc3ccccc3)c3ccccc3n2)o1	?
O=S(=O)(c1ccc(F)cc1)N1CCC(Oc2ccc(-n3cnnn3)cc2)CC1	-13%
CC(C)c1ccc(-c2nc3cc(NC(=O)c4cccnc4)ccc3o2)cc1	-12%
Cc1cc(Cl)ccc1NC(=O)CCNC(=O)CCC(=O)c1cccs1	19%

(next part)
SMILES	KDM5B inhibitor
C=CCNC(=S)N/N=C/c1ccc(Cl)cc1Cl	-1%
O=C(c1nc(-c2ccc(F)cc2)c2cnccn12)N1CCN(c2ncccn2)CC1	25µM*
CCCCn1c(=O)[nH]c(=O)c2c1nc(COC(=O)c1ccccc1C(F)(F)F)n2CC	12%
O=C(NC1CCN(c2cc(-c3ccc(F)cc3)[nH]n2)C1)c1ccncc1 (stereo unspecified)	?
COCC(=O)N[C@@H]1CN(C(=O)Nc2ccccc2F)CC[C@@H]1c1nc(C)no1	-9%
CC1(C)CC(=O)c2cc(-c3nc(-c4ccc(Cl)cc4)cs3)c(=O)n(-c3ccc(Cl)cc3)c2C1	?
CCCOc1nccnc1NC1CCN(C(=O)c2ccncc2)CC1	28µM*
Cc1ccccc1C(=O)N(C)Cc1ccccc1C(F)(F)F	5%[86.2 µM]
